High-throughput results: PubChem BioAssay, several laboratories
Bim-Bcl-W: disrupts Bim peptide binding to human Bcl-W; Q92843; bead-based flow cytometry; inhibition, % at 10 µM; 190,000 compounds, 0.02% hits;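 note: 0% = bound tracer without compound and 100% = peptide blocker; higher means less fluorescent Bim peptide bound to Bcl-W beads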
Target sequence (Q92843 whole entry, looked up): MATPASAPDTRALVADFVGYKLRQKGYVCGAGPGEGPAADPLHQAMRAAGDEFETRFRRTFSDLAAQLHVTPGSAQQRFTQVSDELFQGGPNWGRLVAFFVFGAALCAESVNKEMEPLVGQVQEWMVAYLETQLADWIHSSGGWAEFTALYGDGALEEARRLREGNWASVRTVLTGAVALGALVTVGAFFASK
Bim-Bcl-XL: human Bim-Bcl-XL interaction inhibition; Q07817; Bim peptide-Bcl-XL binding, bead flow cytometry, fluorescence; inhibition, % at 10 µM; 190,000 compounds, 0.04% hits; AID 1007
Bim-Mcl-1: disrupts Bim peptide binding to human Mcl-1; inhibition, % at 10 µM; Bead-based flow cytometry, Bim peptide-Mcl-1 binding; 190,000 compounds, 0.1% hits; Q07820;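 note: 0% = no compound tracer wells and 100% = peptide blocker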
Target sequence (Q07820 whole entry, looked up): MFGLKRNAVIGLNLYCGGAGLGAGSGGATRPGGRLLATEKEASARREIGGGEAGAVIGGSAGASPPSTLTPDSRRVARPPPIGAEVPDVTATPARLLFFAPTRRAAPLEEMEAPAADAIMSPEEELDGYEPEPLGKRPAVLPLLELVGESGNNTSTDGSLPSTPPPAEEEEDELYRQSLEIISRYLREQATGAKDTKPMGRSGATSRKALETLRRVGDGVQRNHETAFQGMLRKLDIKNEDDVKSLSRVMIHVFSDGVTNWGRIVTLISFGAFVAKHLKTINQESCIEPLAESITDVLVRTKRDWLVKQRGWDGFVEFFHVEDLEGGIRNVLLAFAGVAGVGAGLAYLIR
Bfl-1 Bim block: human Bim-Bfl-1 interaction inhibition; 190,000 compounds, 0.12% hits; Bead-based flow cytometry, Bim-Bfl-1 binding inhibition; inhibition, % at 10 µM; AID 1008;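 note: 0% = wells without compound plus tracer and 100% = blocker peptide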
Mcl1-Bid inh: Mcl-1/Bid interaction inhibition; Q07820; inhibition, % at 21.7 µM; AID 1021; 220,000 compounds, 0.97% hits; TR-FRET Mcl-1/Bid-Dy647 peptide binding, 1536-well;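 active = compounds that cut the binding signal by more than half at the single screening dose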;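 note: His-tagged Mcl-1 with europium anti-His antibody binding Bid BH3 peptide; 0% = Mcl-1 plus peptide wells and 100% = peptide-only wells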
RGS4-Gao reg: modulates binding of RGS4 to human Galphao; P09471; Multiplexed bead flow cytometry; actives lie on both sides; binding response (% of control), % at 10 µM; 220,000 compounds, 0.33% hits; AID 1415; in the data active = binding response below about 49% or above about 150%; inactive = in between;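 note: fluorescent Galphao activated with aluminum fluoride binding bead-coupled RGS4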
Target sequence (P09471 whole entry, looked up): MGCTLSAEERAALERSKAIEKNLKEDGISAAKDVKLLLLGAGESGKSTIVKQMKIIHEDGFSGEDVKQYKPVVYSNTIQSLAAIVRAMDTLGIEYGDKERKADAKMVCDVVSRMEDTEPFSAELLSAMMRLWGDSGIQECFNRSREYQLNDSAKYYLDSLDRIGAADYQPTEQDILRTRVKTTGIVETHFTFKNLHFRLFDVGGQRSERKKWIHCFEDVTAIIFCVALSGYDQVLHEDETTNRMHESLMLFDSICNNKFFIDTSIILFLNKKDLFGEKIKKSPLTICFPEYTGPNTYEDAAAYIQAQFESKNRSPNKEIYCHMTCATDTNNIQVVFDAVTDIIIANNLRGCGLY
RGS8-Gao reg: modulates binding of RGS8 to human Galphao; 220,000 compounds, 0.34% hits; response (percent of control binding), % at 10 µM; multiplexed bead flow cytometry; actives lie on both sides; P09471; AID 1423; in the data active = response below about 60% or above about 140%; inactive = in between;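 note: Galphao activated as the GDP aluminium fluoride complex binding bead-coupled RGS8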
RGS7-Gao reg: modulates binding of RGS7 to human Galphao; 220,000 compounds, 0.35% hits; Multiplexed bead flow cytometry; actives lie on both sides; binding response (% of control), % at 10 µM; P09471; in the data active = binding response below about 49% or above about 150%; inconclusive = no clear call, values can overlap the other calls; inactive = in between;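 note: fluorescent Galphao held in activated GDP-AlF4 state binding bead-coupled RGS7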
GSH bead fluor: compound fluoresces at 488/530 nm on GSH beads; fluorescence (KMESF) at 10 µM; GSH beads flow cytometry, compound fluorescence 488/530 nm; stronger effect = higher value; 190,000 compounds, 0.25% hits; in the data active = fluorescence above about 89;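 note: glutathione beads carrying GST-tagged Bcl family fusion proteins plus one bare bead set; values are compound well signal with DMSO vehicle wells as background; inactives centre near 16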
Bim-Bcl-2: disrupts Bim peptide binding to human Bcl-2; P10415; Bead-based flow cytometry, Bim peptide-Bcl-2 binding; inhibition, % at 10 µM; 190,000 compounds, 0.06% hits; in the data active = inhibition above about 40%; inconclusive = no clear call, values can overlap the other calls;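 note: 0% = no compound wells with probe peptide and 100% = reference peptide inhibitor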
Bim-Bcl-B: inhibitors of Bim-Bcl-B interaction, human; bead-based flow cytometry, Bim peptide-Bcl-B binding; 190,000 compounds, 0.073% hits; Q9HD36; inhibition, % at 10 µM; AID 951;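 note: 0% = tracer peptide without compound and 100% = reference inhibitor peptide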
An asterisk follows results filed as active; ? = inconclusive; / = not tested or not shown; [ ] = another dose, or the depositor's remark. Cut-off read from the data, not from the text of the source, unless noted: active = inhibition above about 40%.

mol	GSH bead fluor	RGS4-Gao reg	Bim-Bcl-W	Bim-Bcl-2	RGS7-Gao reg	Bim-Bcl-XL	Bim-Mcl-1	RGS8-Gao reg	Mcl1-Bid inh	Bim-Bcl-B	Bfl-1 Bim block
Cc1cc(S(=O)(=O)N2CCCC2C(=O)N2CCOCC2)c(C)cc1Cl (configuration not stated)	42	101	4	-6	102	1	0	99	9	-6	-6
Cc1ccc(S(=O)(=O)N(C)Cc2ccc(C(=O)N/N=C3\CC(=O)CC(C)(C)C3)cc2)cc1	10	100	-1	-3	102	-5	-3	104	-4	-6	-1
CCOC(=O)c1c(C)nc2sc3c(c2c1-c1ccc(OC)cc1)NC(c1ccccc1)NC3=O (configuration not stated)	9	104	0	-3	100	0	0	103	-36	-1	-1
CCCCC(=O)Nc1cccc(-c2nc3ncccc3o2)c1	16	102	-3	-4	100	-3	-7	99	0	-3	0
Cc1ccc(N2CCN(S(=O)(=O)c3ccc(F)cc3)CC2)c(C)c1	15	107	-8	-6	107	-10	-3	103	-5	-11	-8
Oc1ccccc1/C=N/c1c(-c2ccco2)nc2ccccn12	29	77	-2	-1	86	6	-6	102	-17	16	-3
CCN1/C(=C/c2ccc3cc(C)cc(C)c3[n+]2CC)Sc2cc(C)ccc21	6	95	15	37	100	29	26	99	-7	-59	45*
CC(C)Cn1cc(C(=O)N2CCN(c3ccccn3)CC2)c2c3ccccc3n(C)c2c1=O	23	102	0	0	101	-2	-3	101	-9	-4	-1
COc1ccc(C2CCCN2C(=S)Nc2cccc(C)c2)cc1OC (configuration not stated)	15	96	-3	-5	97	0	-2	100	-24	-7	-5
Cc1ccc(C)c(N2CCN(CC(=O)Nc3ccc4[nH]c(=O)[nH]c4c3)CC2)c1	15	98	-8	-8	100	-8	-3	98	-16	-9	-8
COc1ccc(C(=O)c2ncc(C(F)(F)F)cc2Cl)cc1	13	105	-3	-4	102	-1	0	101	-11	-1	-3
COc1cccc(NC(=S)NNC(=O)c2c([N+](=O)[O-])c(C)nn2C)c1	53	99	0	-10	101	-14	-1	96	-170	-15	-10
c1ccc(Nc2nc3ccccc3n3cnnc23)cc1	26	100	0	-7	100	-4	0	102	-14	-8	-8
COc1cc(/C=N/Nc2ccc(Cl)c(C(=O)O)c2)ccc1OC(=O)c1cccs1	12	102	0	-1	101	-5	-2	101	-20	-6	-3
COc1cccc(/C=C/C(=O)c2ccc(NC3=NCCCS3)cc2)c1	9	101	-12	0	99	-17	-25	100	9	-2	0
Cc1cc(C)nc(/N=C(/NC(=O)Nc2cccc(Cl)c2)Nc2ccccc2)n1	39	103	1	-13	103	5	0	101	-28	-7	-13
S=c1[nH]nc(-c2ccncc2)n1CC1CCCO1 (configuration not stated)	14	94	-1	-4	90	-6	-2	101	-75	-2	-4
Cc1nc2c(C)cccn2c1/C(O)=C1\C(=O)C(=O)N(CCN2CCOCC2)C1c1ccncc1 (configuration not stated)	22	100	1	-1	101	0	2	99	-9	2	0
CCOC(=O)C1(Cc2ccccc2C)CCCN(Cc2cc(OC)c(O)c(OC)c2)C1 (configuration not stated)	10	104	-2	-1	103	0	0	106	-53	-2	-5
CC(C)Cn1c(N)c(C(=O)COC(=O)c2cccnc2Cl)c(=O)n(C)c1=O	11	102	-2	0	106	-5	0	102	-9	0	-2
COc1ccc(/C=N/NC(=O)C(=O)NCC2CCCO2)cc1 (configuration not stated)	10	98	-2	-4	103	-4	-3	98	1	-6	-15
Cc1[nH]ncc1N=Cc1ccc([N+](=O)[O-])cc1	19	97	-4	-3	96	-5	0	96	-7	-8	-3
CCCN1C(=O)/C(=C/c2ccncc2)SC1=S	7	102	-2	-1	104	-4	-4	90	-8	-3	1
N#Cc1ccc2c(c1)NC(=O)C1CCCN21 (configuration not stated)	13	95	0	-1	94	0	0	97	-30	-9	0
COC(=O)/C(=C\Nc1ccc(Cl)cc1Cl)NC(=O)c1ccc(Cl)cc1Cl	12	98	-6	-3	98	0	-1	98	34	-1	2
CC(C)(C)n1nnnc1C(c1cccs1)N1CCN(c2ccccc2)CC1 (configuration not stated)	41	98	3	-7	97	-8	-2	101	-18	-7	-9
COc1ccc(N(CC(=O)N/N=C/c2ccco2)S(=O)(=O)c2ccccc2)cc1	16	105	4	-4	98	-4	-2	106	-14	-8	-6
CC(c1ccco1)N(C(=O)Nc1ccc(Cl)cc1)c1ccccn1 (configuration not stated)	40	110	0	2	108	-4	-3	109	-30	-1	0
CC(=O)Nc1sc(C)c(C)c1C(=O)Nc1ccc(C)cc1	12	102	0	-14	97	-9	-2	102	-35	-8	-16
COC(=O)c1ccccc1Sc1c(/C=N/OCc2ccc(Cl)cc2)c(C(F)(F)F)nn1C	27	103	-2	-12	100	-8	-5	103	-12	-10	-19

For convenience, some entries already given:
mol	GSH bead fluor	RGS4-Gao reg	Bim-Bcl-W	Bim-Bcl-2	RGS7-Gao reg	Bim-Bcl-XL	Bim-Mcl-1	RGS8-Gao reg	Mcl1-Bid inh	Bim-Bcl-B	Bfl-1 Bim block
COc1ccc(/C=N/NC(=O)C(=O)NCC2CCCO2)cc1 (configuration not stated)	10	98	-2	-4	103	-4	-3	98	1	-6	-15
Cc1[nH]ncc1N=Cc1ccc([N+](=O)[O-])cc1	19	97	-4	-3	96	-5	0	96	-7	-8	-3
CCCN1C(=O)/C(=C/c2ccncc2)SC1=S	7	102	-2	-1	104	-4	-4	90	-8	-3	1

Going on with the list:
mol	GSH bead fluor	RGS4-Gao reg	Bim-Bcl-W	Bim-Bcl-2	RGS7-Gao reg	Bim-Bcl-XL	Bim-Mcl-1	RGS8-Gao reg	Mcl1-Bid inh	Bim-Bcl-B	Bfl-1 Bim block
CN1CCC(=NNC(=O)C(=O)Nc2ccc(F)cc2)CC1	10	101	-2	-3	?	-1	-1	101	-15	-2	-6
O=C(O)c1ccccc1C(=O)NNc1ccc(Cl)cc1	39	103	3	-1	104	-6	-1	102	-19	-1	-8
NNC(=O)CN1C(c2ccccc2Br)=Nc2ccc(Br)cc2C1c1ccccc1 (configuration not stated)	9	101	-2	-11	94	-8	-3	100	8	-11	-14
CCCOc1ccc(N2C(=O)CC(N(CCc3ccc(OC)cc3)C(=O)c3cccc(F)c3)C2=O)cc1 (configuration not stated)	17	100	2	-11	98	-6	-6	102	-8	-10	-12
Cc1cccc(C(=O)NC2CC(C)(C)NC(C)(C)C2)c1	14	101	2	-3	172*[activator]	-1	2	98	-28	-6	-9
COc1ccccc1OCCC(=O)OCC(=O)c1c(N)n(C)c(=O)n(C)c1=O	16	89	-1	-1	89	-3	0	100	-9	-3	-4
COc1ccc(Cc2nc(-c3ccc(Br)o3)no2)cc1OC	26	100	0	-7	106	-5	-2	101	-19	-10	-8
C=CCC1Cc2c(cccc2[N+](=O)[O-])C(CC=C)N1 (configuration not stated)	26	99	3	1	94	-1	1	97	-40	-1	0
Cc1ccc(-c2nc3ccccc3c(=O)n2NC(=O)c2cccs2)cc1	17	103	-5	-4	102	-7	-4	104	3	0	-10
CC(C)C(=O)N1CCN(c2ccc(NC(=O)c3ccc4c(c3)OCCO4)cc2)CC1	13	103	-3	-4	101	-2	1	101	-54	-5	-9
COC(=O)c1ccc(NC(=O)C(=O)N2CCN(C(=S)Nc3cccc(C)c3C)CC2)cc1	15	100	-3	-6	100	-8	-2	101	-39	-7	-12
O=C(CCCN1C(=O)c2ccccc2C1=O)Nc1cccc(S(=O)(=O)NC2=NCCC2)c1	12	101	-2	-3	?	-2	0	101	-31	-2	0
CC(=O)N=C1SC2CS(=O)(=O)CC2N1c1cccc(Cl)c1Cl (configuration not stated)	23	102	-2	-3	101	-2	-2	103	-28	-2	0
CC(C)C(=O)N/N=C/c1ccc(OCc2ccccc2)cc1	35	104	-4	-9	105	0	0	98	1	0	-4
CC(=O)c1c(NC(=O)c2ccccc2)[nH]c(-c2ccccc2)nc1=S	12	101	-3	-5	100	-4	-5	99	-88	0	-4
CCCCOc1ccc(-c2nnn(C(C)C(=O)OCC)n2)cc1 (configuration not stated)	33	101	-2	-11	101	-6	-4	101	-17	-9	-16
CCOC(=O)N1CCC(N(CCN(C)C)C(=S)Nc2ccccc2OC)CC1	20	100	-1	-2	97	-2	0	101	-22	-3	-4
COc1ccc(OC)c(/C=N/NC(=O)CCCC(=O)Nc2cccc(Br)c2)c1	24	96	-3	-1	99	0	-3	94	1	-6	3
CSc1nc2ccsc2c(=O)n1-c1cccnc1	14	89	0	0	?	-3	0	95	-23	-2	-2
CC(C)Oc1cccc(C(=O)Nc2ccccc2N2CCOCC2)c1	47	102	1	-9	103	-15	-3	100	-11	-11	-11
COCCNC(=S)Nc1ccc(S(=O)(=O)Nc2cnc3ccccc3n2)cc1	22	102	-3	-3	94	-3	-1	102	-12	-1	-2
CC(=O)N1c2c(cc(Br)cc2S(=O)(=O)NCc2cccnc2)CC1C (configuration not stated)	31	98	0	-4	100	-2	-2	101	-56	-6	-11
COc1ccc(NC(=O)CNS(=O)(=O)c2ccc(Cl)cc2)cc1OC	11	97	-4	-3	100	-6	2	107	-32	-7	0
CN(C)c1ccc(C(=O)OCC(=O)Nc2ccc(S(N)(=O)=O)cc2)cc1	67	101	-6	-2	98	-3	-3	96	-48	0	-6
CCCNC(=O)/C=C/c1ccc(S(=O)(=O)Nc2ccccc2OC)cc1	13	101	0	0	101	-1	-1	99	-2	-2	0
O=C(COC(=O)c1ccccc1NC(=O)c1ccccc1)c1cccc([N+](=O)[O-])c1	9	105	-2	-2	107	-4	-3	104	-9	-5	0
Cc1cc(C)c2[nH]c(=O)c(CN(CC3CCCO3)C(=S)Nc3ccccc3)cc2c1 (configuration not stated)	13	107	-4	-3	110	-7	0	115	-30	-6	-12
O=C(CSc1nnc(SCc2ccccc2Cl)s1)N/N=C/c1c[nH]c2ccccc12	20	102	-8	-9	100	-11	-8	100	22	-10	-19
Cc1cccc(NC(=O)C2CCN(S(=O)(=O)c3cccs3)CC2)c1	16	99	0	0	100	0	0	102	-6	0	-3
Cc1cccc(C(=O)N2CCN(c3ccccn3)CC2)c1	63	99	/	?	96	/	/	101	-9	/	/
O=C(NNC(=S)NCc1ccccc1)c1ccccc1OC(F)F	10	103	-4	-1	108	-6	-8	100	-59	-28	2
COc1ccc(CN2CCN(C(=O)c3cc(OC)c(OC)c(OC)c3)CC2)cc1OC	24	100	-2	-6	96	-9	0	100	33	-5	-15
CC(C)(C)NC(=O)C(c1ccccc1)N(Cc1ccco1)C(=O)c1csnn1 (configuration not stated)	40	103	-1	-5	96	-6	0	92	-33	-6	-11
CCC(=O)Nc1ccc(-c2nnc(SCc3ccc(C(=O)Nc4nccs4)cc3)n2CC)cc1	16	100	0	-2	103	0	0	100	-13	0	0
CC(C)CC1=NN(C(=O)c2ccco2)C(O)(C(F)(F)F)C1 (configuration not stated)	20	101	0	-3	100	0	-1	99	-10	-4	0
COc1ccc(N=CC2=C(O)c3ccccc3C2=O)cc1	70	96	-3	-2	102	1	-4	90	-15	-1	-3
